From PubChem BioAssay
DDE Tn7 FP inh = inhibitors of Tn7 peptide binding to human fibrin DD(E); P02675; FP displacement of FITC-Tn7 peptide from fibrin DD(E); 0% = median of compound wells per plate; inhibition, % at 8.3 µM; 0.13% of 370,000 active; AID 720508;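 active means inhibition above the mean of compounds falling within the control limits plus 3 SD of them, cut at about 14% in these data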;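 further: 0% = plate median of compound wells and 100% = 10 µM Aha-Tn7 peptide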
Target sequence (P02675 whole entry, looked up): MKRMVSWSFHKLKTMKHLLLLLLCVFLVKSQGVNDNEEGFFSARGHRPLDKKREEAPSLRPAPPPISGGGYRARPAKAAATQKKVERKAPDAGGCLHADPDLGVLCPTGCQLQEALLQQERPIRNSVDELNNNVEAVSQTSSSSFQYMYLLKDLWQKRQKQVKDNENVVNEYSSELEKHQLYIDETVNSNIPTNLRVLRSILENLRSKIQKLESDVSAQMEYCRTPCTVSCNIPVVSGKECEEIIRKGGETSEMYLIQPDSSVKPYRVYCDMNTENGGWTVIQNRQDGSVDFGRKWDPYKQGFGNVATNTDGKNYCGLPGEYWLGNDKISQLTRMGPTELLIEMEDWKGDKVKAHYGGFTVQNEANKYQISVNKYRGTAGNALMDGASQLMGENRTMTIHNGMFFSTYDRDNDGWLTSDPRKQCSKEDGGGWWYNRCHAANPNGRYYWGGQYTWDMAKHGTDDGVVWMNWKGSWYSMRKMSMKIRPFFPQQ
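Assay system: Fibrin-DD(E) protein isolated from polymerized human fibrin clots; read-out basis: percent inhibition; medium: Tris/NaCl/CaCl2 buffer, pH 7.8; signal: FP measurement; incubation: 10 min plus 3 h, room temperature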
HTRA1 inhibitor = HTRA1 (human) protease inhibition; 0.5% of 340,000 active; inhibition, % at 5.96 µM; recombinant HTRA1, FP-rhodamine activity-based probe, fluorescence polarization; Q92743; AID 504803; in the data active means inhibition above about 36%;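 further: 0% = enzyme with DMSO and 100% = wells lacking enzyme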
UHRF1 MBD2 ctr = human UHRF1 methylated DNA binding inhibitors | UHRF1 binding to methylated oligo, TR-FRET | 0.75% of 370,000 active | inhibition, % at 4.4 µM; in the data active means inhibition above about 21%;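 further: UHRF1 SRA domain binding a hemimethylated CpG hairpin DNA probe; 0% = median of test compound wells and 100% = reference inhibitor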
SIAE inh = inhibitors of human sialic acid acetylesterase SIAE; SIAE FP-Rh probe binding, fluorescence polarization; inhibition, % at 9.66 µM; 0.69% of 370,000 active; Q9HAT2;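 active means inhibition above a cutoff: mean of compounds within the control limits plus 3 SD of those, cut at about 17% in these data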;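 further: 0% = plate median of compound wells and 100% = probe without SIAE protein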
ABHD4 inh = inhibitors of mouse ABHD4. Q8VD66. purified mABHD4, FP-Rh probe fluorescence polarization. inhibition, % at 8.92 µM. 0.54% of 370,000 active;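 active means inhibition exceeding the mean over every tested compound plus 3 SD, cut at about 30% in these data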;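 further: 0% = plate median of compound wells and 100% = S159A mutant with DMSO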
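Material: mouse ABHD4 enzyme, wild type; Benchmarks: S159A mutant high control, sample median low control; Buffer or medium: HEPES pH 7.0, NaCl, Pluronic buffer; Signal: fluorescence polarization; Read-out: percent inhibition of probe binding, normalized to plate controls; Timing: pre-incubation 45 min, probe exposure 60 min, at 25 °C; Dosing: 8.92 µM, single dose.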
PG9 Ab binder = PG9 antibody binding by small molecule | TR-FRET gp120-PG9 antibody binding | inhibition, % at 6.7 µM | 0.43% of 360,000 active | AID 624416; in the data active means inhibition above about 8.5%
TCR CD3 inh = blocks the human TCR-CD3 interaction; inhibition, % at 9.4 µM; AID 651800; 0.37% of 360,000 active; TAMRA-labeled TCR probe fluorescence, biochemical; in the data active means inhibition above about 19%;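 further: recombinant mutant TCR 2C K166C tagged with TAMRA read by polarization; 0% = receptor in buffer alone and 100% = receptor with positive control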
PRMT1 inh = PRMT1 (human) inhibition, primary screen; Q99873; recombinant PRMT1, activity-based probe fluorescence polarization; inhibition, % at 2.79 µM; 1.3% of 370,000 active; AID 652257;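 active means inhibition above about 21% made by adding two undisclosed values, limit read from the data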
Target sequence (Q99873 whole entry, looked up): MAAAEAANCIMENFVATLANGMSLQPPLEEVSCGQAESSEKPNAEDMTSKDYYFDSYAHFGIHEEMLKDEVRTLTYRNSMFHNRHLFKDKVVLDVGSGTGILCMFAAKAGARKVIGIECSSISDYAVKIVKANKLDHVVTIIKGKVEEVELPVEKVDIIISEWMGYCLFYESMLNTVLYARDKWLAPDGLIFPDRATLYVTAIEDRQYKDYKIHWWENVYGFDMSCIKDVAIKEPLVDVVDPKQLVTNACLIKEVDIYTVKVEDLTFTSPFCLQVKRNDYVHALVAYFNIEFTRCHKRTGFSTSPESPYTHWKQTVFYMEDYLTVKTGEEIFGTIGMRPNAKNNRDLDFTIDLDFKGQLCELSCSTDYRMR
TDP2 absorb = TDP2 (human) inhibition, absorbance primary screen; O95551; inhibition, % at 12.8 µM; AID 720702; 0.34% of 370,000 active; recombinant TDP2, T5PNP hydrolysis, p-nitrophenol absorbance 415 nm;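 active means inhibition above the mean of all tested compounds plus 3 SD, set per campaign, cut at about 25% in these data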;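 further: 0% = DMSO with enzyme and 100% = buffer with substrate but no TDP2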
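test system = human TDP2 enzyme | input = TDP2 enzyme at 120 nM final | medium = 50 mM Tris-HCl pH 7.5 with Mg2+, KCl, DTT, BSA | also added = T5PNP substrate, 5 mM | times = 2 h at 37 °C | technique = epi absorbance | benchmarks = high control without enzyme, low control DMSO plus TDP2 | replication = each compound tested once, singlicate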
LEDGF integ inh = blocks HIV-1 LEDGF/p75-dependent DNA integration; 0.64% of 370,000 active; inhibition, % at 3.7 µM; TR-FRET IN-LEDGF/p75 DNA integration, Eu/Cy5; AID 743269;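 active means inhibition above the screen-wide mean plus 3 SD, cut at about 13% in these data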;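 further: signal is the Cy5 over europium emission ratio at 671 and 618 nm; 0% = plate median of compound wells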
Active calls of the source: *; · = not tested or not shown.

Compound,DDE Tn7 FP inh,HTRA1 inhibitor,UHRF1 MBD2 ctr,SIAE inh,ABHD4 inh,PG9 Ab binder,TCR CD3 inh,PRMT1 inh,TDP2 absorb,LEDGF integ inh
Cc1ccc(C)c(NC(=S)N/N=C/C(C)c2ccccc2)c1 (centres undefined),-0.5,6.2,2.8,-9.4,-10.8,-1.1,-0.5,10.5,-11.6,-2.8
O=C(Nc1nccs1)c1cccc(N2C(=O)C3C4C=CC(C4)C3C2=O)c1 (centres undefined),-0.9,5.5,5.7,-2.0,-6.0,-2.4,2.5,-0.6,4.5,-1.2
CC(=O)Nc1ccc(S(=O)(=O)N2C(=O)c3cccc4cccc2c34)cc1,-0.6,·,5.8,-6.4,3.5,-2.3,-2.1,3.5,1.7,-6.1
Clc1ccccc1Cn1nnc(-c2ccccc2)n1,1.7,-6.4,-1.4,5.7,-3.8,-0.6,5.3,-3.6,7.0,1.7
Cc1nn(CC(=O)NC2(C#N)CCCCC2)c(C)c1[N+](=O)[O-],3.1,12.2,1.3,4.4,-22.7,-2.8,4.4,8.3,9.4,0.2
COc1cc(NC(=O)CCNS(=O)(=O)c2ccc3c(c2)CCC(=O)N3)cc(OC)c1,7.0,5.8,-3.4,3.4,-2.1,1.0,-7.3,-0.4,10.0,2.3
Cc1c(-n2c(SCC(=O)O)nnc2-c2ccccc2Br)c(=O)n(-c2ccccc2)n1C,0.3,0.2,-0.8,-9.9,1.9,0.8,3.5,4.9,6.7,0.3
Cc1cccc(NCc2ccccc2O)n1,-0.1,-3.8,1.7,6.7,-7.0,-0.6,-0.3,-0.7,-8.3,2.6
O=C(CNc1ccc2ccccc2c1)N/N=C/C=C/c1cccc([N+](=O)[O-])c1,-1.3,0.5,-2.2,5.2,1.5,-3.2,1.8,0.8,0.2,-3.1
CSc1nc(N)n2nc(-c3ccc(Cl)cc3)cc2n1,-4.3,·,0.2,-9.0,-4.7,3.0,1.4,2.3,2.8,3.6
CSc1ccc(C(=O)C2CCCN(C(=O)CCn3cncn3)C2)cc1 (centres undefined),5.9,2.4,0.5,-5.1,2.3,-1.2,4.1,-0.1,0.0,1.5
CCOC(=O)c1cnn(-c2nc(SC)nc3sc4c(c23)CCC4)c1N,4.6,1.7,-0.2,1.5,7.1,0.1,4.0,1.9,2.1,0.9
CCN(CC(=O)Nc1ccc(OC)cc1)C(=O)CSCc1ccc(C)cc1,2.5,-6.4,1.6,-0.8,-6.8,0.2,-1.8,2.9,-7.3,-2.7
O=C(/C=C/c1cn(-c2ccccc2)nc1-c1ccc2c(c1)OCCO2)NCCO,6.4,-3.1,2.8,-15.9,-8.2,-0.3,-0.9,1.9,0.2,-1.3
Cc1ccc(OCCOc2ccc(Cl)cc2Cl)c(Br)n1,3.5,·,0.4,-4.2,-24.2,·,·,0.7,3.4,-0.2
CCn1c(SCC(=O)Nc2ccccc2F)nnc1-c1cnccn1,-3.6,0.6,0.5,-0.7,-2.4,-2.7,2.9,1.9,2.0,1.2
COC(=O)COc1ccc(S(=O)(=O)N2CCOCC2)cc1C,-1.8,2.1,0.1,3.9,-5.8,-0.1,4.8,-0.4,0.6,6.8
Cc1cc(=O)[nH]c2c(C)cc(S(=O)(=O)N3CCOCC3)cc12,2.9,3.7,0.9,-4.6,6.3,0.3,0.7,-0.1,4.0,-2.5
Cc1ccnc(NCc2cc(Cl)cc(Cl)c2O)c1,-0.9,3.2,1.7,1.1,-2.3,-1.8,-6.4,5.2,-0.7,-1.6
CCCNC(=S)NNC(=O)c1cc(C2CC2)nc2ccccc12,-6.4,1.0,-2.6,8.1,-0.9,-3.1,-0.3,0.1,13.4,-2.9
CCC(=O)N1N=C2CC(C)(C)OCC2C1c1ccccc1 (centres undefined),0.6,3.3,1.7,1.8,-7.8,0.2,10.7,-0.2,-8.5,1.8
CSCCNC(=O)c1ccc(OC2CCN(S(=O)(=O)N(C)C)CC2)cc1,1.4,11.2,0.7,-8.3,4.8,0.7,-0.1,1.0,-1.8,1.3
COc1ccc(CCNS(=O)(=O)c2ccc(N3CCCC3=O)cc2)cc1,-4.3,-0.2,5.9,-4.3,-5.6,0.7,-6.6,0.3,-5.1,-0.7
N#Cc1ccsc1NC(=O)CN1CCN(c2ccccc2O)CC1,-3.8,3.6,-0.9,7.5,12.8,-0.8,-4.0,-0.2,-2.4,-0.5
CC1=C(C(=O)OCc2ccccc2)C(c2ccccc2Cl)NC(=O)N1CCCCCC(=O)O (centres undefined),5.9,4.8,0.5,0.0,-2.1,1.3,-3.9,-1.7,-4.5,-0.1
O=C(CCc1nnc(CCCCc2ccccc2)o1)NC1CCCC1,5.2,-5.2,-0.2,-0.1,7.1,0.3,4.4,2.0,5.6,-0.8
Cc1nc(C(=O)NNC(=O)c2ccc(Cl)cc2)cs1,-5.5,-3.0,-2.9,-7.9,0.2,-3.0,-3.9,-1.4,-15.9,2.3
COc1ccc(S(=O)(=O)N(C)CC(=O)Nc2ccc(C(N)=O)cc2)cc1OC,-3.4,2.6,-1.9,-4.5,-1.3,0.2,-4.3,2.9,4.0,-5.7
COc1ccc(C)cc1S(=O)(=O)N1CCN(C(=O)c2ncoc2-c2ccc(F)cc2)CC1,6.5,-9.5,0.4,-2.7,1.1,-1.7,-6.2,3.0,3.2,-4.7
O=C(Cc1c(F)cccc1Cl)NCCc1c[nH]c2ccccc12,5.6,-1.6,3.0,7.1,-0.9,-1.4,6.2,-0.5,-14.7,-5.6
N#Cc1nc(/C=C/c2ccccc2)oc1NCCCN1CCOCC1,1.7,0.4,-0.7,9.2,-7.9,0.8,-3.6,-1.2,-5.5,2.7
Cc1ccc(C)c(OCc2cc(C(=O)N3CCC(N4CCCC(O)C4)CC3)no2)c1 (centres undefined),2.1,-4.6,-2.3,1.4,4.6,-0.6,-0.6,2.2,17.4,0.8
CCOC(=O)/C=C1\SCC(=O)N1CC(=O)NCc1cccc(Cl)c1,-11.5,7.2,-1.2,-4.7,-9.3,-2.3,1.2,0.7,-5.7,2.9
CCN(CC)S(=O)(=O)c1cc(NC(=O)COc2ccc(C#N)cc2OC)ccc1C,-8.5,-8.4,1.9,-6.6,-9.3,-1.4,4.6,-2.6,-11.1,1.5
N#Cc1ccsc1NC(=O)COC(=O)c1ccc(Br)o1,-5.2,-5.9,0.7,-1.6,3.2,-2.4,1.5,-0.1,-0.1,5.2
CCN(CC)c1nc(OCCNC(=O)Nc2ccccc2)nc(N(CC)CC)n1,2.2,-60.7,1.1,-3.9,-25.2,-0.9,-2.1,-2.9,2.3,3.1
O=C(O)C=Cc1c[nH]c2nccnc12,2.6,5.6,-1.8,2.2,0.6,-0.5,-0.7,3.6,-6.5,-6.2
O=C(CSc1nnc(COc2ccc(F)cc2)o1)N1c2ccccc2CCc2ccccc21,-0.7,-35.6,-3.4,-2.1,-6.3,-3.4,1.2,1.8,-6.6,-1.5
COc1ccc(-n2c(SCC(=O)Nc3ccc(C(=O)O)cc3)nnc2-c2ccccc2)cc1OC,-1.4,-3.5,1.3,-1.3,0.2,-0.1,-1.1,4.6,-10.8,-8.8
O=C(CCC(=O)Nc1ccccc1Cl)NNC(=O)Nc1cccc([N+](=O)[O-])c1,-0.6,6.2,10.4,6.7,-6.3,-0.2,4.8,-1.9,22.7,0.1
O=C(Nc1nncs1)C12CC3CC(CC(C3)C1)C2,2.2,8.2,8.3,5.8,2.2,-0.3,-1.5,-4.2,-2.2,5.1
COCCn1c(SCC(=O)Nc2ccc(OC)cc2)nnc1-c1ccoc1C,1.2,-2.9,2.7,-3.1,-0.8,-1.7,-0.6,4.8,5.7,-5.9
O=C(Nc1nc(-c2ccccn2)cs1)C1COc2ccccc2O1 (centres undefined),-5.1,0.1,-1.7,-4.6,-4.2,0.7,5.9,-4.6,-2.4,5.8
CC(=O)Nc1ccccc1NC(=O)C/C(C)=N/NC(=O)Cc1cccc2ccccc12,6.0,-9.9,-4.0,6.3,-6.0,-1.1,-2.9,-4.9,-0.1,2.9
CCC(=O)NC(Nc1nc(C)cs1)(C(=O)OC)C(F)(F)F (centres undefined),-2.9,-2.0,5.1,-1.6,-6.8,-1.1,-4.7,-5.3,0.4,3.1
CN1C(=O)/C(=C/C=C2\SCCN2C)OC1=S,-4.8,3.4,-2.6,-2.2,-7.5,-7.8,2.7,-15.2,-14.3,2.4
CC1CC(C)CN(CCCNC(=O)c2cc3c(=O)[nH]c4ccccc4c3n2C)C1 (centres undefined),11.1,-3.9,-0.1,3.0,0.5,0.9,3.2,3.0,-1.5,-2.6
COc1cccc(C2CC(c3cccc(Br)c3)n3nc(N)nc3N2)c1 (centres undefined),-0.5,1.5,-7.0,-3.3,2.7,-0.3,7.1,-1.4,10.5,3.7
CC(=O)c1ccc(N2CCN(C(=O)c3cc(C)on3)CC2)cc1,-3.4,6.6,1.0,3.6,-0.1,-1.8,1.8,-1.3,-2.7,6.1
COCCn1cc(C(=O)N2CCC(C)CC2)c2c3ccccc3n(C)c2c1=O,6.2,-4.5,13.8,-4.0,-0.6,1.8,5.6,-0.8,2.5,1.5
O=C(Cc1c(F)cccc1Cl)Nc1ncc([N+](=O)[O-])s1,2.5,0.2,4.5,-1.2,-7.0,0.3,4.0,1.4,0.2,0.9
CC(C)(C)OC(=O)N[C@@H](Cc1ccccc1)C(=O)N1CCC(C(=O)NCC(=O)O)CC1,11.0,1.8,2.5,-3.8,-10.9,2.6,1.3,5.3,-12.2,2.6
Cc1ccc(-n2ccnc(SCC(=O)NC3CCCC3)c2=O)cc1Cl,-3.0,1.2,-4.4,17.4*,9.2,0.5,0.1,14.8,19.6,-1.8
CCOC(=O)c1c(C)c(C(=O)OCC)n(C)c1C,3.9,0.1,-2.3,-2.8,1.2,0.4,9.5,-3.6,6.5,3.8
COc1ccc(C(=O)N2CCC(C(=O)Nc3ccc4c(c3)OCCO4)CC2)cc1,-5.6,-4.2,5.6,2.7,-1.1,0.0,-3.4,-0.7,-25.1,-1.5

Ordered by value in TDP2 absorb (descending): some entries from above
SMILES | DDE Tn7 FP inh | HTRA1 inhibitor | UHRF1 MBD2 ctr | SIAE inh | PG9 Ab binder | TCR CD3 inh | PRMT1 inh | TDP2 absorb | LEDGF integ inh
CCOC(=O)c1c(C)c(C(=O)OCC)n(C)c1C | 3.9 | 0.1 | -2.3 | -2.8 | 0.4 | 9.5 | -3.6 | 6.5 | 3.8
O=C(Cc1c(F)cccc1Cl)Nc1ncc([N+](=O)[O-])s1 | 2.5 | 0.2 | 4.5 | -1.2 | 0.3 | 4.0 | 1.4 | 0.2 | 0.9
COc1ccc(C(=O)N2CCC(C(=O)Nc3ccc4c(c3)OCCO4)CC2)cc1 | -5.6 | -4.2 | 5.6 | 2.7 | 0.0 | -3.4 | -0.7 | -25.1 | -1.5
